Screening results deposited in PubChem by National Center for Advancing Translational Sciences (NCATS).
USP2a inh – inhibitors of human ubiquitin-specific protease USP2a. hit rate 0.01% among 330,000. Potency, µM (series often up to 38.3 µM), for the others: at the highest dose activity change, negative = inhibition, usual class: inhibitors. USP2 core, Ub-CHOP2 coupled fluorogenic reporter, 485/531;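 also: potency is read from the fitted curve at half-maximal effect; plate controls were DMSO wells for no effect and full inhibition by NEM control for full effect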
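USP2 core (10nM final) preincubated 30min RT with compound in 20mM Tris-HCl pH 8.0, 2mM CaCl2, 2mM beta-mercaptoethanol, 0.05% CHAPS; 25nM Ub-CHOP2 plus 25nM reporter substrate added, fluorescence (Ex485/Em531) read after 60min.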
Eya2 phos inh – inhibitors of human Eya2 phosphatase activity; O00167; recombinant Eya2, OMFP fluorescence dephosphorylation (OMFP is methylfluorescein phosphate); Potency, µM (top dose mostly 76.9 µM), without a hit: top-dose activity, negative = inhibition, actives largely listed as inhibitors; hit rate 0.006% among 330,000; also: potency is read from the fitted curve at half-maximal effect; % is scaled to controls: 0 for no effect and ±100 for the full control effect
Target sequence (O00167 whole entry, looked up): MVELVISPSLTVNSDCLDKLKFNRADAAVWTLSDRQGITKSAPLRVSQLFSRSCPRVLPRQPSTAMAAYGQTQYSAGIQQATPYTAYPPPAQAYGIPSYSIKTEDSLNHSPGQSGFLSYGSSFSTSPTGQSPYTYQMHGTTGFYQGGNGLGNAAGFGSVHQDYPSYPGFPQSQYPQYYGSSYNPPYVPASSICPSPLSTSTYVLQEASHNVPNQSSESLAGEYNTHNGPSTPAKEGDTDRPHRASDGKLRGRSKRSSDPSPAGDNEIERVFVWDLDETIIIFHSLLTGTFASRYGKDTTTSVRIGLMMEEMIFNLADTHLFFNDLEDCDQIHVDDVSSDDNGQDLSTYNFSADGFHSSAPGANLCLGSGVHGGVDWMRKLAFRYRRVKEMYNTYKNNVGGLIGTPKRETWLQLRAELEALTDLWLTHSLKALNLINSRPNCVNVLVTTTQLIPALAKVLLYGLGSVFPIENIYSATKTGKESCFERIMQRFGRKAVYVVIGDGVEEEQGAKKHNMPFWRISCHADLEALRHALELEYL
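Eya2 (0.2 uM) preincubated 10 min at ambient with compound, then OMFP substrate added at 50 uM; 10 min reaction in 50 mM HEPES pH 7.5, 50 mM NaCl, 5 uM MgCl2, 0.05% BSA, 1 mM DTT. Fluorescence read at Ex 485/Em 525 nm.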
TSHR antagonist – antagonists of human thyroid stimulating hormone receptor; P16473; hit rate 0.2% among 330,000; activity change, negative = inhibition, % at 11.5 µM; AID 504810; TSHR-expressing cells, TSH-stimulated cAMP HTRF, 2 h; active compounds read low;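 active = activity change below a set negative limit, meaning inhibition stronger than a set level, cut at about -70% in these data; inconclusive = activity change between two set negative limits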; also: % is scaled to controls: 0 for no effect and ±100 for the full control effect
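Antagonism was scored as loss of TSH-driven cAMP in TSHR cells, stimulated with 4nM TSH (EC80) for 2 hours at 37 deg C and detected by homogeneous HTRF competition immunoassay.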
KCNH2 WT inh – blocks the wildtype human KCNH2 potassium channel; hit rate 0.37% among 340,000; U2OS, BacMam KCNH2, thallium flux FluxOr; active compounds read low; AID 720551; Q12809; activity change, % at 1.84 µM;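 active = maximum activity change below -70%; inconclusive = maximum activity change between -70% and -50%; inactive = maximum activity change above -50%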; also: % is scaled to controls: 0 for no effect and ±100 for the full control effect
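U2OS cells were transduced with wild-type KCNH2 virus (2.03 x 10^8 / mL) for 4 h at room temperature, then cultured overnight at 37 C. Thallium flux was read with FluxOr dye. Rate constants were normalized to DMSO controls.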
KCNH2 3.1 inh – KCNH2 3.1 (human) potassium channel inhibition; U2OS KCNH2 3.1, thallium flux FluxOr; active compounds read low; hit rate 0.95% among 340,000; activity change, % (tested at about 1.8 µM);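 active = maximum activity change below -70%; inconclusive = maximum activity change from -70% to -50%; inactive = maximum activity change above -50%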;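 also: thallium influx rate constant from kinetic fluorescence after stimulation buffer; % is scaled to controls: 0 for no effect and ±100 for the full control effect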
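Kinetic fluorescence (2 min after stimulation buffer) measures Tl+ influx through KCNH2 3.1 expressed by viral transduction in U2OS cells; the rate constant is normalized against DMSO controls serving as positive and negative references.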
TCR activator – T cell receptor activation; 330,000 tested, under 10 active; AID 504894; Potency, µM (highest dose often 9.22 µM), for inactives: at the highest dose activation of IL-2 secretion, most hits filed as activators; primary human leukocytes, anti-CD3, IL-2 HTRF, 48 h; also: % of control where 0% means no effect
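Primary human leukocytes receive a-CD3 beads and test compound and are incubated 48 hr. Secreted IL-2 is then assayed by HTRF, measuring 665nm acceptor emission after 320nm excitation of the europium donor.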
ELG1 DNA repair – inhibitors of ELG1-dependent DNA repair in HEK293T cells. HEK293T ELG1-luciferase reporter, luminescence, 16 h; DNA damage induced by 5-fluorouridine. Potency, µM (titrated, usually from 46.1 µM), without a hit: at the top dose activity change, negative = inhibition, most hits filed as inhibitors. hit rate 2.3% among 330,000; also: potency is read from the fitted curve at half-maximal effect; % is scaled to controls: 0 for no effect and ±100 for the full control effect; nearly all actives have a fitted effect of over 55% in size
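Luminescence from the luciferase reporter, measured 30 min after ONE-Glo reagent at room temperature, was the read-out. Beforehand, 2,000 cells per well were exposed for 16 hr at 37 °C to 5-fluorouridine together with compound or vehicle.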
Mito fusion yeast – mitochondrial division inhibition or fusion activation; S. cerevisiae fusion-defective mutant growth rescue, CellTiterGlo 48 h; Potency, µM (top dose mostly 46.1 µM), inactives show at the highest dose growth rescue (activation), hits mostly activators; hit rate 0.23% among 320,000; AID 485298;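 also: potency is read from the fitted curve at half-maximal effect; % of control where 0% means no effect; nearly all actives have a fitted effect of over 45% in size; temperature-sensitive fusion mutants such as fzo1-1 at 37 °C on non-fermentable ethanol glycerol medium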
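Growth-rescue viability read-out: after 48 h at the non-permissive 37C in glycerol/ethanol YPEG, yeast mitochondrial fusion mutants are measured by CellTiterGlo luminescence; compounds (23 nl pinned per well) restoring growth score as division inhibitors or fusion activators.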
A-T KAP1 phos – potential ataxia-telangiectasia treatment | […] A-T fibroblasts, KAP-1 phosphorylation AlphaLISA; neocarzinostatin DNA damage 30 min before lysis | Potency, µM (highest dose often 57.5 µM), for the others: at the highest dose activation, most hits filed as activators | hit rate 0.19% among 320,000; also: potency is read from the fitted curve at half-maximal effect; % of control where 0% means no effect; nearly all actives have a fitted effect of over 45% in size
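hTERT-immortalized A-T patient fibroblasts ([…]), 500 cells/well in OPTI-MEM, 1% FBS, got compounds for 60 min, then NCS for 30 min at 37C. Lysates were then assayed for phospho-KAP-1 by AlphaLISA (anti-pKAP1 donor, anti-KAP1 acceptor beads), 6 hr at 25C.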
TRPV1 agonist – activates the human vanilloid receptor TRPV1; Q8NER1; TRPV1-expressing cells, Fluo-8 calcium influx, agonist mode; activation, % at 8.33 µM; hit rate 0.19% among 320,000; in the data active = activation above about 80%; inconclusive = between about 30% and that limit; also: 0% is about no effect
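Cells expressing TRPV1 were dye-loaded with Fluo-8 and read kinetically: 10 s baseline, 3 min after compound (agonist portion), then 2 min after EC20 capsaicin (allosteric enhancer portion). Calcium-bound dye fluorescence at 480/520 nm.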
Active calls of the source: *; ? = inconclusive; . = not tested or not shown; [ ] = remark or other dose. Unless noted, calls follow the shape of the dose curve; as a rule, active = well fitted curve in the direction sought with a large enough effect; inconclusive = small, poorly fitted or top-dose-only effect, or another doubt; inactive = no such curve, though single readings can be large; an effect the other way counts as inactive or inconclusive. A portion of the library; rates above refer to the full screens.

compound	USP2a inh	Eya2 phos inh	TSHR antagonist	KCNH2 WT inh	KCNH2 3.1 inh	TCR activator	ELG1 DNA repair	Mito fusion yeast	A-T KAP1 phos	TRPV1 agonist
O=c1c2ccccc2nc(/C=C/c2ccccc2)n1CCc1ccccc1	-3%	-1%	5	-13	-22	8%[46.1 µM]	21µM*	3%	0%	?
COCc1nnc(NC(C)=O)s1	-2%	-1%	-1	-5	?	3%	10%	0%	-4%	-1
CCOc1ccccc1CN1CCN(Cc2ccc(C)o2)C(CCO)C1 (configuration not stated)	3%	-22%	2	19	-4	11%	-3%	-6%	6%	1
CCc1ccc(NC(=S)Nc2ccc(S(=O)(=O)Nc3ncccn3)cc2)cc1	3%	7%	6	10	-20	-6%	?	-1%	-3%	0
Cc1ccccc1Nc1nnc(SCC(=O)c2c(N)n(C)c(=O)n(C)c2=O)s1	-10%	-8%	-6	-7	-4	.	-11%	3%	-5%	-2
COC(=O)c1ccc(CSc2nc3c(c(=O)n2-c2ccccc2)SCC3)o1	-7%	-9%	42	-2	-26	-1%[46.1 µM]	?	19%	4%	5
Cc1ccc(S(=O)(=O)N2CCN(C(=O)CC3CCCC3)CC2)cc1	-1%	8%	-4	-20	4	2%	9%	1%	2%	24
COc1ccc(NC(=O)Cn2c(=O)oc3cc(S(=O)(=O)N4CCCC4)ccc32)cc1	1%	-4%	14	-1	-5	-5%	15%	-1%	-1%	1
COc1ccc(CCNC(=O)CN(c2ccccc2)S(C)(=O)=O)cc1OC	3%	-12%	15	-3	7	1%	6%	-4%	1%	0
Cc1ccc(CSc2nc3nc(C)cc(C)n3n2)cc1	0%	9%	0	4	-12	5%	?	14%	3%	4
COc1ccc(OC)c(NC(=O)C2CCCN2C(=O)C2CCC(C)CC2)c1 (configuration not stated)	4%	-4%	-10	-5	8	0%	?	7%	6%	.
COc1cc(CCN2C(=O)c3cccc4cccc(c34)C2=O)c(S(=O)(=O)NCCCO)cc1OC	-1%	-2%	-3	-1	-8	2%	5.8µM*	-1%	-1%	1
CN(C)c1oc(-c2ccc(OCc3ccccc3)cc2)nc1C#N	-1%	-13%	-8	3	3	5%	?	20%	-1%	2
COc1cc2c(cc1OC)/C(=C/C(=O)c1ccc([N+](=O)[O-])c(C)c1)NCC2	-1%	22%	0	0	-28	-1%	?	-5%	-4%	-3
Cc1cc(-c2c(C)[nH]n(-c3ccc(Cl)cc3)c2=O)n(-c2ccccc2)n1	4%	-33%	-1	-1	-9	-24%	0%	2%	-1%	-3
CCN(CC)c1ccc(C=C(c2nnnn2-c2ccccc2)c2nnnn2-c2ccccc2)cc1	7%	8%	-11	-9	-12	2%[46.1 µM]	0%	1%	6%	2
COc1ccccc1NC(=O)c1cc(S(=O)(=O)N2CCCCCC2)ccc1F	-1%	-7%	-11	-2	17	9%	1%	-2%	.	8
Cc1ccccc1SCC(=O)NNC(=O)c1ccccc1O	1%	-5%	23	-4	-6	-2%	-1%	2%	-6%	2
COc1ccccc1-n1c(SCC(N)=O)nnc1-c1ccc(S(=O)(=O)N2CCCCC2)cc1	-1%	-20%	-9	2	3	.	1%	0%	-2%	0
CN1Cc2cc(C(=O)c3ccccc3O)cnc2NC1=O	1%	12%	-1	13	.	2%	-19%	-2%	0%	-4
O=C(Cc1ccc(Cl)cc1)NC1CCCCCC1	1%	-4%	4	10	5	.	?	1%	-5%	?
CC1CCC(C(C)C)C(OC(=O)Cn2c(-c3ccc(F)cc3)[n+](C)c3ccccc32)C1 (configuration not stated)	1%	-6%	-4	-12	-36	-2%[46.1 µM]	16µM*	-6%	-3%	8
CC1CCCC(C)N1C(=O)Cn1nnc(-c2ccc([N+](=O)[O-])cc2)n1 (configuration not stated)	2%	10%	-2	18	7	1%	-26%	0%	4%	0
COc1ccc(/C=N/NC(=O)c2ccc(CN3C(=O)c4cccc5cccc3c45)cc2)cc1O	-1%	-2%	-5	.	-1	-13%	?	10%	-2%	?
CCC(=O)N1CCc2cc(S(=O)(=O)CCC(=O)N3CCN(c4ccc(C(C)=O)cc4)CC3)ccc21	1%	-7%	-6	7	15	9%	?	-6%	-5%	-2
CN(Cc1nccs1)C(=O)C1CCC(=O)N(CCCc2ccccc2)C1 (configuration not stated)	1%	-19%	5	-11	-3	-2%	20%	1%	-5%	-2
CC(C)C(C)(C#N)NC(=O)CSc1nc2scc(-c3ccccc3)c2c(=O)[nH]1 (configuration not stated)	2%	2%	-10	2	7	1%[46.1 µM]	1%	0%	-1%	-1
CCOc1ccccc1NC(=O)CN(c1ccc(OC)cc1OC)S(=O)(=O)c1ccccc1[N+](=O)[O-]	2%	3%	-8	4	-5	-5%	0%	2%	-3%	-2
COc1cc(OC)c(-n2c(C)cc(C=O)c2C)cc1Cl	-1%	-1%	5	4	2	.	2%	5%	.	12
C1CC2CN(c3nc4nonc4nc3N3CCSCC3)CCN2C1 (configuration not stated)	2%	-5%	0	11	24	-1%	2%	-5%	-6%	0
COc1cc2c(cc1OC)C(C)N(S(=O)(=O)c1cn(C)cn1)CC2 (configuration not stated)	0%	10%	-1	33	-17	6%	7%	2%	-4%	-4
CCOc1ccc(S(=O)(=O)Nc2cc(F)ccc2F)c2cccnc12	-1%	6%	23	0	3	7%	10%	6%	-4%	0
O=C(CN1C(=O)C(=O)N(C2CCCC2)C1=O)Nc1ccc(N2CCOCC2)cc1	2%	7%	-9	6	3	-12%	8%	0%	3%	-1
CC(C)c1ccc(C(=O)N/N=C/c2cccc(Cl)c2Cl)cc1	0%	-18%	34	0	-2	0%	?	-4%	7%	2
COC(=O)NNC1=CC(=O)CC(C)(C)C1	-1%	19%	-6	-1	5	2%	-9%	15%	-6%	-2
Cc1ccc(OCC(=O)NC(=S)Nc2cccc(NC(=O)c3ccccc3)c2)cc1	-1%	-3%	-9	-11	0	-7%[46.1 µM]	15%	-4%	3%	6
Cc1nnc(SC(C)C(=O)Nc2ccc(S(=O)(=O)N3CCCCCC3)cc2)s1 (configuration not stated)	-5%	-10%	-1	7	-1	-6%	?	-6%	1%	14
O=C(COC(=O)Cc1ccsc1)Nc1ccc(Br)cc1	3%	8%	2	-4	-4	-2%	8%	7%	10%	?
Cc1cc(Nc2cccc(Cl)c2C)n2ncnc2n1	4%	-4%	3	8	6	-1%	?	-7%	-10%	-4
CC1(C(=O)O)CCC(C(=O)NCCc2ccccc2)C1(C)C (configuration not stated)	2%	-19%	-1	-6	-14	2%	10%	-3%	1%	0
N#Cc1ccccc1S(=O)(=O)N1CCN(CC(=O)Nc2ccnn2C2CCCC2)CC1	1%	28%	-11	12	19	4%	13%	-2%	-3%	-2
CCOC(=O)c1oc2ccccc2c1NC(=O)COc1ccc(F)cc1	-1%	-10%	5	-20	-12	2%	14%	3%	35%	4
COC1=C(c2ccccc2)C(=O)c2ccccc2C1=O	0%	-9%	-4	8	-3	-3%[46.1 µM]	-11%	-12%	10%	0
O=C(COc1ccccc1[N+](=O)[O-])NCC1(N2CCOCC2)CCCCC1	-5%	4%	.	2	13	2%	?	.	5%	.
Cc1ccc(S(=O)(=O)N2CCN(C(=O)c3ccccn3)CC2)cc1	-1%	2%	-5	.	-3	-35%	1%	-1%	7%	2
Cc1ccc2c(c1)nnn2C1CCN(C(=O)NCc2ccccc2)CC1	0%	1%	8	0	-5	2%	-15%	0%	6%	89*
C=CCSC1=N/C(=C\c2ccc3c(c2)OCO3)C(=O)S1	3%	-1%	8	-8	11	-6%	-7%	0%	-2%	2
O=C(CCCc1cccs1)NCCc1c[nH]c2ccccc12	0%	5%	-7	3	-16	-1%	-2%	30%	-2%	20
N=C1/C(=C/c2cccn2-c2ccc([N+](=O)[O-])cc2)C(=O)N=C2SC=CN12	5%	-3%	18	-1	-8	-4%[46.1 µM]	10%	-9%	.	-4
CCc1nc2scc(-c3ccc(C)cc3)c2c(=O)n1N	0%	2%	5	-8	0	-9%	23%	?	-7%	18
CC(C)(C)OC(=O)C[C@@H]1C/C=C\C[C@H](CC(=O)NCCO)C(=O)N[C@@H](Cc2ccccc2)COC1=O	7%	7%	-3	18	0	-2%	18%	.	10%	.

Full records, looked up by structure. Order of values: USP2a inh, Eya2 phos inh, TSHR antagonist, KCNH2 WT inh, KCNH2 3.1 inh, TCR activator, ELG1 DNA repair, Mito fusion yeast, A-T KAP1 phos, TRPV1 agonist
`C1CC2CN(c3nc4nonc4nc3N3CCSCC3)CCN2C1` (configuration not stated) as listed: 2%, -5%, 0, 11, 24, -1%, 2%, -5%, -6%, 0
`O=C(COc1ccccc1[N+](=O)[O-])NCC1(N2CCOCC2)CCCCC1` as listed: -5%, 4%, ., 2, 13, 2%, ?, ., 5%, .
